# Luciferase inh = Firefly luciferase inhibition profiling of diverse chemical library using quantitative high-throughput screening | Luciferin 4-monooxygenase (Photinus pyralis), P08659 | purified P. pyralis luciferase, luminescence, biochemical | Potency, µM (titrated, usually from 115 µM), for inactives: at the highest dose activity change, negative = inhibition, actives largely listed as inhibitors | hit rate 2.5% among 76,000; further: potency means the concentration at half of the fitted maximal effect; nearly all actives have a fitted effect of over 65% in size
# Target sequence (P08659 whole entry, looked up): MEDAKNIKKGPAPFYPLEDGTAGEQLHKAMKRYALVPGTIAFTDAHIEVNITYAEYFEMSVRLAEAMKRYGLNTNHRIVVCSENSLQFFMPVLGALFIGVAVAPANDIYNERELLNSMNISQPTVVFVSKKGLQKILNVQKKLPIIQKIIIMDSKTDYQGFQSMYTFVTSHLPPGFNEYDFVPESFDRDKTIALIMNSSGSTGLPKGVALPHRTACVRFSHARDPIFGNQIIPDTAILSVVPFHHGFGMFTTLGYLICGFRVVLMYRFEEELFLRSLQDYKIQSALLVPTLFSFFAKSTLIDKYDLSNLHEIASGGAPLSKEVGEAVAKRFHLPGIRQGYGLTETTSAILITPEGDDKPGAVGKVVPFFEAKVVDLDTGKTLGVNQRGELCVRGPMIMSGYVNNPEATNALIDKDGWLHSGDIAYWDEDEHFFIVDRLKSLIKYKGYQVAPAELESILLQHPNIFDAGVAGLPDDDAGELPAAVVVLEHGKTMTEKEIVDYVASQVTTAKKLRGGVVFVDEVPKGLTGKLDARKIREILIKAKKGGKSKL
#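 Cell-free enzyme assay, 10nM P. pyralis luciferase, luciferin and ATP each at 10uM. Inhibition profiled over a 6-point titration, read as luminescence.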
# 3T3 cytotox = Cytotoxic Profiling in NIH 3T3 Cell Line of Diverse Libraries Using Quantitative High-Throughput Screening. NIH 3T3 viability, CellTiter-Glo ATP luminescence, 48-72 h. Potency, µM (top dose mostly 96.7 µM), inactives show at the top dose activity change, negative = cytotoxicity, actives largely listed as inhibitors. hit rate 4.3% among 94,000. AID 1345082, 2018; further: potency means the concentration at half of the fitted maximal effect; nearly all actives have a fitted effect of over 55% in size
#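 Mouse fibroblast NIH 3T3 cells, 400 per well, received compound via pintool and were incubated for 48 or 72 hr prior to CellTiter-Glo ATP luminescence measurement.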
# IP6K1 inhibitor = Primary qHTS assay for small molecule inhibitors of Inositol hexaphosphate kinase 1 (IP6K1); Inositol hexakisphosphate kinase 1 (Homo sapiens), Q92551; IP6K1 kinase, ADP-Glo luminescence, 2 h; stronger effect = lower value; activity change, % (series mostly up to about 58 µM); hit rate 0.81% among 140,000; in the data active means activity change below about -25%
#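 ADP-Glo luminescence measures ADP made by human IP6K1 during a 2 h RT reaction with ATP/IP6 (mix at 1.3 mM/130 uM); top library doses 57.5 and 19.1 uM final.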
# SNCA expr inh = Primary qHTS assay for inhibitors of alpha-synuclein gene (SNCA) expression. HEK-293 SNCA-luciferase knock-in, luminescence, 24 h. Potency, µM (doses to about 57.2 µM), without a hit: at the highest dose activity change, negative = inhibition, hits mostly inhibitors. hit rate 0.17% among 140,000. AID 1671194, 2021;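 further: potency means the concentration at half of the fitted maximal effect; plate controls were DMSO cells for no effect and cell-free wells for full effect; nearly all actives have a fitted effect of over 45% in size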
# HEK293 viab = GF-AFC viability counterscreen for inhibitors of alpha-synuclein gene (SNCA) expression; hit rate 0.12% among 150,000; Potency, µM (doses to about 57.1 µM), for inactives: at the top dose activity change, negative = cytotoxicity, hits mostly cytotoxic; HEK-293-SNCA-luc viability, GF-AFC fluorescence, 24 h; AID 1671193, 2021;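 further: potency means the concentration at half of the fitted maximal effect; 0% = DMSO-treated cells and -100% = medium-only wells without cells; nearly all actives have a fitted effect of over 30% in size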
#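 Cytotoxicity counterscreen: after 24 h compound treatment of genome-edited SNCA-luciferase HEK-293 cells, live-cell protease substrate GF-AFC read by fluorescence after 30 min; activity scaled between DMSO (0%) and medium-only (-100%), curves Hill-fitted.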
# GPT2 inhibitor = Primary qHTS assay for inhibitors of Glutamate pyruvate transaminase 2 (GPT2) | Alanine aminotransferase 2 (Homo sapiens), Q8TD30 | Recombinant GPT2, coupled pyruvate oxidase/HRP Amplex Red fluorescence | Potency, µM (series often up to 57.7 µM), inactives show top-dose activity change, negative = inhibition, most hits filed as inhibitors | hit rate 0.25% among 100,000 | AID 1671188, 2021; further: potency means the concentration at half of the fitted maximal effect; nearly all actives have a fitted effect of over 60% in size; many of its hits are not listed in these tables
# Target sequence (Q8TD30 whole entry, looked up): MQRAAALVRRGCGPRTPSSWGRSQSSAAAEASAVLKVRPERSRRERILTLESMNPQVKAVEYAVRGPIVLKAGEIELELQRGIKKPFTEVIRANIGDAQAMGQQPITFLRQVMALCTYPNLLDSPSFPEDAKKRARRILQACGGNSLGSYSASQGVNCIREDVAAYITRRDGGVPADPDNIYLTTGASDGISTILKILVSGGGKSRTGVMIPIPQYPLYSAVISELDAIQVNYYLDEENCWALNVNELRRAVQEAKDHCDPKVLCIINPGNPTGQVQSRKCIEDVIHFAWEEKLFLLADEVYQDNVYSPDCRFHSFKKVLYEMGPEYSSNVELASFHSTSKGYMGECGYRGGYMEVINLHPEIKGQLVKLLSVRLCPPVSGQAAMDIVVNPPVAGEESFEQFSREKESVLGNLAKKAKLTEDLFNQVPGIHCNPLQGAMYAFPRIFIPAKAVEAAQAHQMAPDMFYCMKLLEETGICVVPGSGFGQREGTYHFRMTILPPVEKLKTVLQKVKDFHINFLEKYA
#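 GPT2 10ng/uL, a-KG 250uM, L-Ala 2mM, HEPES pH7.5 + 0.0001% Tween; 30 min RT. Then Amplex mix (PO/HRP/ThPP), 30 min RT dark, fluorescence. AOA 50uM used as positive control.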
# HEK293 tox = Cytotoxic Profiling in HEK 293 Cell Line of Diverse Libraries Using Quantitative High-Throughput Screening. HEK 293 viability, ATP luminescence (CellTiter-Glo), 48-72 h. hit rate 6.6% among 94,000. Potency, µM (highest dose often 115 µM), for inactives: at the highest dose activity change, negative = cytotoxicity, actives largely listed as inhibitors; further: potency means the concentration at half of the fitted maximal effect; nearly all actives have a fitted effect of over 60% in size
#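 ATP-coupled CellTiter-Glo luminescence served as viability read-out, recorded 10 min after reagent addition at room temperature. HEK 293 cells, 250 cells/well, had been incubated with pintool-transferred compound for 48 or 72 hr at 37 degree Celsius.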
# Active calls of the source: *; i = inactive; ? = inconclusive; . = no result given; [ ] = dose if it differs, or a comment. Unless noted, the call rests on the fitted dose curve; in most records, active means well fitted curve in the direction sought with a large enough effect; inconclusive means small, poorly fitted or top-dose-only effect, or another doubt; inactive means no such curve, though single readings can be large; an effect the other way counts as inactive or inconclusive. Unless noted, on the % scale 0 is the no-effect control and ±100 the full control effect.
SMILES,Luciferase inh,3T3 cytotox,IP6K1 inhibitor,SNCA expr inh,HEK293 viab,GPT2 inhibitor,HEK293 tox
C[C@H]1[C@@H]2[C@H]3OC(=O)[C@@H](C)[C@@H]3CC[C@@]2(C)CC[C@@H]1NC(=O)COc1ccccc1,3%[172 µM],-28%[138 µM],-5,3%[87.6 µM],5%[87.6 µM],2%[88.5 µM],?
Cc1ccccc1NC(=O)C1CCc2nc(N3CCN(C(=O)C(C)C)CC3)sc2C1 (configuration not stated),-25%,35µM*,6,14%,?,-2%,10µM*
O=C(NCCS(=O)(=O)N1CCN(c2ccccc2)CC1)C1CC(=O)N(c2ccc(F)cc2)C1 (configuration not stated),.,.,25,6%,-7%,.,.
CN1CCN(C(=O)C2CCCN(c3nc4ncccc4o3)C2)CC1 (configuration not stated),9%[172 µM],-6%[138 µM],-10,-9%[87.6 µM],-3%[87.6 µM],i,1%[172 µM]
Cn1c(SCc2ccc(F)cc2)nc2ccc(C(=O)NCc3ccc(Cl)cc3)cc21,.,.,-7,-12%,13%,.,.
Cc1cc(OCCN(C)C)c(C)c2c1CC[C@@H]([C@H](C)C(=O)NCc1ccccc1)C2,-1%[172 µM],56µM*,15,-20%[87.6 µM],-10%[87.6 µM],-28%[88.5 µM],50µM*
CC(=O)Nc1cc(-c2ccncc2)nn1-c1ccccc1,.,?,8,-12%[87.6 µM],16%[87.6 µM],i,-19%[172 µM]
O=S(=O)(c1ccc(F)cc1)N1CCCC(Cc2noc(C3CC3)n2)C1 (configuration not stated),-3%,-22%,9,-18%,4%,i,?
Cn1nccc1CN1CCC2(CC1)NC(=O)c1ccccc1O2,-10%[172 µM],?,3,-20%[87.6 µM],0%[87.6 µM],i,-24%[172 µM]
COc1cc(NC(=O)c2cn(C3CCCC3)c(=O)c3c2c2ccccc2n3C)cc(OC)c1OC,.,.,0,23%,-2%,.,.
CCC(C)(C)NC(=O)c1cccc2c1CCN2C(=O)Nc1ccc(C)cc1,1.8µM*,-12%,3,?,5%,i,-14%
CCN1c2cc(C(=O)Nc3ccc(C(F)(F)F)cc3)ccc2C(=O)N2CCCCC21 (configuration not stated),-6%,?,-12,-13%,?,i,?
COc1ccc(CNC(=O)C(=O)NCC(c2cccs2)S(=O)(=O)c2cccs2)cc1 (configuration not stated),.,.,1,-22%,13%,.,.
NS(=O)(=O)c1ccc(Cl)c(S(N)(=O)=O)c1,.,.,0,5%[25.6 µM],12%[23.9 µM],i,.
Cc1cccc(OCC(=O)N2CCC3(CC2)NC(=O)N(c2ccc(F)cc2)N3)c1,-7%,?,-15,6%,11%,?,?
CC(C)N1CCCC2(CCN(S(=O)(=O)c3cccc(F)c3)C2)C1=O (configuration not stated),-4%,-5%,21,-7%,14%,i,-3%
COCCNC(=O)[C@H]1C[C@H](Oc2ccccc2)CN1Cc1ccc(OC(F)(F)F)cc1,5%,?,2,?,-3%,i,?
CCOc1ccccc1CNC(=O)CCCn1ccc2cc(S(=O)(=O)N3CCCC3)ccc21,.,.,5,-24%,-10%,.,.
COC(=O)[C@@H]1Cc2nc[nH]c2CN1C1CCOCC1,-3%[230 µM],-8%[230 µM],-9,-21%[87.6 µM],4%[87.6 µM],i,-11%[230 µM]
CCN1C(=O)c2ccccc2S(=O)c2ccc(C(=O)N3CCN(c4cccc(C)c4)C(C)C3)cc21 (configuration not stated),.,.,20,-14%,-10%,.,.
COc1cc(NC(=O)C2CCN(C(=O)c3ncn4c3COC(c3ccccc3)C4)CC2)cc(OC)c1 (configuration not stated),25µM*,-7%,0,25%,-13%,1%,-19%
CCCCOC(=O)N1CCC(N2CCCC(C(=O)N3CCOCC3)C2)CC1 (configuration not stated),2%,0%,23,15%,-4%,i[11.5 µM],-2%
CCCCNC(=O)C(CC)Sc1nnc(-c2ccc(F)cc2)c(-c2ccc(F)cc2)n1 (configuration not stated),.,.,-3,-2%,-6%,.,.
O=[S+]1([O-])NC2(CCN(Cc3c[nH]c4ccccc34)CC2)COc2ccccc21,.,-19%,10,-16%,5%,i,-28%
COc1ccc(-n2c(=O)c3c4c(sc3n(Cc3cc(C)ccc3C)c2=O)CN(C(C)=O)CC4)c(OC)c1,.,.,18,5%,-17%,.,.
COc1ccc(C(=O)Nc2ccccc2C(=O)OCc2cc(=O)n3nc(C4CC4)sc3n2)cc1,.,.,-15,34%[activator],-8%,.,.
Cc1nn(C)c(C)c1NC(=O)CC[C@H]1NC(=O)c2ccccc2NC1=O,-11%,i,12,31%[activator],11%,i,10%
O=C1COCC2(CN1Cc1cccc(OC(F)(F)F)c1)CN(C(=O)Cc1cccnc1)C2,1%,-4%,9,25%,1%,4%,?
Clc1ccc(-c2noc3ncnc(NC4CCCCC4)c23)cc1,.,.,-10,-13%,-7%,.,.
CN(C)c1ccc(CNC(=O)c2ccc3nc(CCc4ccccc4)oc3c2)cc1,.,.,15,-6%,0%,.,.
Cc1ccc([S+](=O)([O-])N2CCC3(CC2)C(=O)NCN3Cc2ccc(Cl)cc2)cc1,1%,-10%,-1,33%[activator],3%,-4%,?
O=C1CCCCC(CNC(=O)c2ccccc2F)N1 (configuration not stated),0%,-8%,-19,1%,11%,i,-19%
COc1ccc(C)cc1NC(=O)c1cc2c(=O)n3cccc(C)c3nc2s1,.,.,4,-10%,4%,.,.
CN(C)C(=O)c1ccc(OC2CCN(C(=O)c3ccco3)CC2)nc1,-6%,-4%,39,-2%,9%,-1%,4%
O=C(c1ccccc1)N1CCCN(c2ccnc3ccnn23)CC1,.,-18%[138 µM],-26*,2%[87.6 µM],12%[87.6 µM],-4%[88.5 µM],?
F[C@@H]1CN(Cc2cccnc2)C[C@@H]1OCc1nc2ccccc2[nH]1,3%[172 µM],-8%[174 µM],6,-16%[87.6 µM],4%[87.6 µM],2%[88.5 µM],0%[172 µM]

# Ordered by length of the SMILES (ascending): 11 of the compounds above
SMILES,Luciferase inh,3T3 cytotox,IP6K1 inhibitor,SNCA expr inh,HEK293 viab,GPT2 inhibitor,HEK293 tox
O=C1CCCCC(CNC(=O)c2ccccc2F)N1 (configuration not stated),0%,-8%,-19,1%,11%,i,-19%
O=C(c1ccccc1)N1CCCN(c2ccnc3ccnn23)CC1,.,-18%[138 µM],-26*,2%[87.6 µM],12%[87.6 µM],-4%[88.5 µM],?
CN(C)C(=O)c1ccc(OC2CCN(C(=O)c3ccco3)CC2)nc1,-6%,-4%,39,-2%,9%,-1%,4%
COc1ccc(C)cc1NC(=O)c1cc2c(=O)n3cccc(C)c3nc2s1,.,.,4,-10%,4%,.,.
F[C@@H]1CN(Cc2cccnc2)C[C@@H]1OCc1nc2ccccc2[nH]1,3%[172 µM],-8%[174 µM],6,-16%[87.6 µM],4%[87.6 µM],2%[88.5 µM],0%[172 µM]
CCCCNC(=O)C(CC)Sc1nnc(-c2ccc(F)cc2)c(-c2ccc(F)cc2)n1 (configuration not stated),.,.,-3,-2%,-6%,.,.
O=[S+]1([O-])NC2(CCN(Cc3c[nH]c4ccccc34)CC2)COc2ccccc21,.,-19%,10,-16%,5%,i,-28%
COc1ccc(C(=O)Nc2ccccc2C(=O)OCc2cc(=O)n3nc(C4CC4)sc3n2)cc1,.,.,-15,34%[activator],-8%,.,.
Cc1ccc([S+](=O)([O-])N2CCC3(CC2)C(=O)NCN3Cc2ccc(Cl)cc2)cc1,1%,-10%,-1,33%[activator],3%,-4%,?
COc1cc(NC(=O)C2CCN(C(=O)c3ncn4c3COC(c3ccccc3)C4)CC2)cc(OC)c1 (configuration not stated),25µM*,-7%,0,25%,-13%,1%,-19%
COc1ccc(-n2c(=O)c3c4c(sc3n(Cc3cc(C)ccc3C)c2=O)CN(C(C)=O)CC4)c(OC)c1,.,.,18,5%,-17%,.,.

# Profiles from above. Order of values: Luciferase inh, 3T3 cytotox, IP6K1 inhibitor, SNCA expr inh, HEK293 viab, GPT2 inhibitor, HEK293 tox
# `Clc1ccc(-c2noc3ncnc(NC4CCCCC4)c23)cc1` is listed as ., ., -10, -13%, -7%, ., .
# `Cc1nn(C)c(C)c1NC(=O)CC[C@H]1NC(=O)c2ccccc2NC1=O` is listed as -11%, i, 12, 31%[activator], 11%, i, 10%

# New compounds follow.
SMILES,Luciferase inh,3T3 cytotox,IP6K1 inhibitor,SNCA expr inh,HEK293 viab,GPT2 inhibitor,HEK293 tox
COc1cccc(NC(=O)N[C@H]2[C@H](O)[C@@H](N3CCCCC3)[C@@H]3OC[C@H]2O3)c1,-14%[172 µM],i,10,-23%[87.6 µM],-5%[87.6 µM],-6%[88.5 µM],i
Cc1ccc(CN2CCc3nc(N(C)Cc4cccnc4)[nH]c(=O)c3CC2)s1,1%,?,1,-23%,-10%,2%,?
Cc1cn2nc(C(=O)N3CCC(NC(=O)c4cccc(Cl)c4)CC3)cc2c(=O)[nH]1,-9%,-1%,8,2%,-3%,i,5%
Cc1c(C(=O)NCc2cccc(Cl)c2)sc2nc3n(c(=O)c12)CCC3,.,.,21,37%[activator],-1%,.,.
Cc1nc(N2CCC(NC(=O)Cc3ccsc3)CC2)cc(C(F)(F)F)n1,-3%,-15%,0,4%,-5%,i,-18%
CCC(=O)N1CCc2cc(CNC(=O)C(CC)c3ccccc3)ccc21 (configuration not stated),.,.,30,-10%,14%,.,.
Cc1ccsc1C(=O)N1CCC(n2nccc2NC(=O)c2cccc(F)c2)CC1,-3%,-28%,17,-19%,7%,i,-15%
NC(=O)Cn1ccc2cc(OCC3CCN(C(=O)C4CC4)CC3)cnc21,?,?,-9,?,3%[87.6 µM],-1%[88.5 µM],-20%[172 µM]
COCCN1CCOC2(CCN(Cc3ccc(F)cc3F)CC2)C1=O,-17%[172 µM],-27%[138 µM],5,6%[87.6 µM],15%[87.6 µM],4%[88.5 µM],?
CN(C)c1cc(N2CCCC(NC(=O)c3cccn3C)C2)ncn1 (configuration not stated),-4%,2%,1,1%,-3%,-8%,1%
O=C(CC1C(=O)N(c2ccccc2)C(=O)N1CCc1cccs1)Nc1ccc(Cl)cc1 (configuration not stated),.,.,-7,-20%,-19%,.,.
O=C(NC1CCCC1)N[C@@H]1C[C@H](Cn2cc(-c3cccnc3)nn2)[C@@H](O)[C@H]1O,0%,4%,-6,0%,-1%,-2%,i
